OX1R antag-1: antagonists of human orexin 1 receptor | O43613 | CHO/OX1R cells, Fluo-8 calcium fluorescence, orexin A | inhibition, % at 5 µM | hit rate 0.43% among 330,000 | AID 434989;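 active = inhibition above its plate's threshold, mean inhibition of all tested compounds on the plate plus 3 SD, cut at about 37% in these data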;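 also: 0% = orexin A challenge wells and 100% = SB-334867-A antagonist wells; not every result past the cut was called active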
Target sequence (O43613 whole entry, looked up): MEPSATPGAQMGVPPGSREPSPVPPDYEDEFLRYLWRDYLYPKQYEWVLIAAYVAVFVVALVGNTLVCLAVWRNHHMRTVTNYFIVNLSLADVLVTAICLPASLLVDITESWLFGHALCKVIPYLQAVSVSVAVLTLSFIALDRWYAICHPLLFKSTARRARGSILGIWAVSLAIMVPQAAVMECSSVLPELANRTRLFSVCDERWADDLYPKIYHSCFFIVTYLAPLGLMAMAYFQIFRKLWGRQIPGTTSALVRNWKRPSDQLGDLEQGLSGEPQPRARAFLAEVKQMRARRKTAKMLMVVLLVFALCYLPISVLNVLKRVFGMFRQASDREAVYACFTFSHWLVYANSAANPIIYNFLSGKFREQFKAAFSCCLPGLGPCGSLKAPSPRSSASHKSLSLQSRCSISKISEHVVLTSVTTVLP
OX1R antag-2: OX1R (human) antagonism | O43613 | OX1R-expressing cells, FRET antagonist read-out | inhibition, % at 6.6 µM | hit rate 1.8% among 330,000 | AID 485270; in the data active = inhibition mostly above about 38%, no sharp cut-off; inactive = mostly below about 40%;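 also: 0% = agonist challenge alone and 100% = reference antagonist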
The depositor's hits bear a star. A portion of the library; count on the stated rates, not on these rows.

SMILES	OX1R antag-1	OX1R antag-2
CC[C@@H]1C(=O)OC[C@@H]1Cc1cncn1C	0	9

Screening data deposited in PubChem BioAssay by The Scripps Research Institute Molecular Screening Center.
